Assay outcomes (PubChem)
NOD2-RIPK2 inh = blocks binding of human NOD2 to RIPK2. CHO BLA complementation NOD2-RIPK2, CCF4 ratio. inhibition, % at 4.98 µM. 360,000 compounds, 0.38% hits; in the data active = inhibition above about 21%;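 also: 0% = vehicle only and 100% = reference blocker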
Target sequence (O43353 whole entry, looked up): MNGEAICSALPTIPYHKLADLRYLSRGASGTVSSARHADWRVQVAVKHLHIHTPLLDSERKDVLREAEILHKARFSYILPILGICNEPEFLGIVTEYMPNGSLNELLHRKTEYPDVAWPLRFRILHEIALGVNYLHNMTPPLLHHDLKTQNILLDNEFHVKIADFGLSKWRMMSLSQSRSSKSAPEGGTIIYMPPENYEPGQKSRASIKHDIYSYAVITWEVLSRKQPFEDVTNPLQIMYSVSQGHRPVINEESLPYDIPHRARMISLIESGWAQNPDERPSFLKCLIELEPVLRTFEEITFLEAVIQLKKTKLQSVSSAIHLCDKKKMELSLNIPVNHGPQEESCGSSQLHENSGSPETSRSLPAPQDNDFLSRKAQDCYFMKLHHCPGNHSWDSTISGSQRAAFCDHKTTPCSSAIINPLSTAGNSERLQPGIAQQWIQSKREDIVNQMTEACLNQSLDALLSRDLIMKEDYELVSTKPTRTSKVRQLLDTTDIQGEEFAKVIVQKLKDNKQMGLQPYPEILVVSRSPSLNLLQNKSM
LRH-1 inv ag = NR5A2 inverse agonism in reporter assay; HEK293T StAR-luciferase reporter, LRH-1 transfected, 24 h; inhibition, % at 3.6 µM; 360,000 compounds, 0.13% hits; AID 602396;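 active = inhibition above the mean inhibition of all tested compounds plus 3 SD, cut at about 73% in these data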;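 also: 0% = DMSO wells and 100% = reporter-only cells lacking LRH-1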
Target sequence (O00482 whole entry, looked up): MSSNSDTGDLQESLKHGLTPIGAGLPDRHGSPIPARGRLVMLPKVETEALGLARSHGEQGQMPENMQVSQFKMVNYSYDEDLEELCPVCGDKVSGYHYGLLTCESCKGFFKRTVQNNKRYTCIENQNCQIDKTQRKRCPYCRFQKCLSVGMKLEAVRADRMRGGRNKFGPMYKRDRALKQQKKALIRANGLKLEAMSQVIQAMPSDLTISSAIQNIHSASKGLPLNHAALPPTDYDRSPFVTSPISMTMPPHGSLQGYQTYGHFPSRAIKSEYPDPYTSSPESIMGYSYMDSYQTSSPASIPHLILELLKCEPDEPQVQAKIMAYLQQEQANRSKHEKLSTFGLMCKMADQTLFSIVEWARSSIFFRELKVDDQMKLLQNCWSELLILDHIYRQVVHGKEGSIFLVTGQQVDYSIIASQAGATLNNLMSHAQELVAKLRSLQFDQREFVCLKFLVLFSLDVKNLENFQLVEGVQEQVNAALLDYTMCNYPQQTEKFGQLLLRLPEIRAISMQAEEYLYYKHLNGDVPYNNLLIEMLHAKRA
NCOA1 inh = inhibitors of human steroid receptor coactivator 1 (SRC1); Q15788; HEK293 GAL4-SRC1 luciferase reporter, luminescence; inhibition, % at 3.6 µM; 360,000 compounds, 0.12% hits;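 active = inhibition above the campaign mean plus 3 SD, with each screening campaign given its own cutoff, cut at about 60% in these data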;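 also: 0% = DMSO treated cells and 100% = gossypol at 36 µM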
NR2F2 inh = NR2F2 (human) inhibition, primary screen | P24468 | HEK293T NGFI-A luciferase reporter, luminescence | inhibition, % at 8.6 µM | 370,000 compounds, 0.7% hits;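 active = inhibition above a per-plate cutoff, mean inhibition of test wells between control levels plus 3 SD, cut at about 38% in these data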;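 also: cells cotransfected with COUP-TFII expression vector driving the NGFI-A reporter; 0% = median of COUP-TF2 test wells and 100% = reporter-only cells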
TLR9-MyD88 inh = TLR9-MyD88 interaction inhibition. Q9NR96+Q99836. CHO BLA complementation TLR9-MyD88, CCF4 FRET ratio. inhibition, % at 4.98 µM. 340,000 compounds, 0.21% hits. AID 504734;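 active = inhibition above the mean over all tested compounds plus 3 SD, cut at about 21% in these data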;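 also: 0% = DMSO only wells and 100% = clavulanate BLA inhibitor control wells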
TWEAK-Fn14 inh = inhibitors of TWEAK-Fn14 interaction signaling; TWEAK-stimulated Fn14 reporter cells, luciferase luminescence, 8 h; inhibition, % at 10 µM; 360,000 compounds, 2% hits; AID 1159606; in the data active = inhibition above about 50%
ABHD5 PLIN5 PPI = inhibitors of human ABHD5-perilipin-5 interaction; 360,000 compounds, 0.78% hits; AID 602281; Q00G26+Q8WTS1; Split G. princeps luciferase complementation, luminescence, 4 h; inhibition, % at 4 µM;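 active = inhibition above the mean inhibition across every tested compound plus 3 SD, cut at about 22% in these data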;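 also: 0% = DMSO only wells and the 100% control is not disclosed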
Granule exo inh = lytic granule exocytosis inhibition; TALL-104 LAMP-1 surface exposure, flow cytometry; cells stimulated with thapsigargin and PMA; inhibition, % at 10 µM; 360,000 compounds, 0.66% hits;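 active = inhibition above about 55%, limit read from the data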
SRC3 inh = inhibitors of human steroid receptor coactivator 3 (SRC3). HEK293 GAL4-SRC3 luciferase reporter, luminescence. inhibition, % at 3.6 µM. Q9Y6Q9. 360,000 compounds, 0.17% hits;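 active = inhibition above a per-campaign cutoff, the mean of all compounds plus 3 SD, cut at about 60% in these data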;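 also: 0% = DMSO-treated cells and 100% = gossypol-treated cells at 36 µM; higher means less SRC3-driven luciferase light from the GAL4 reporter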
TROY NFkB inh = TROY signaling inhibition; inhibition, % at 10 µM; 360,000 compounds, 0.98% hits; Q293 LMP1-TROYcd NF-kB luciferase reporter, 4 h; AID 1347056;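 active = compounds whose plate-normalised and pattern-corrected inhibition of the luciferase reporter signal at the single screening dose is 50% or more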
SRC2 inh = human SRC2 (NCOA2) inhibition; Q15596; inhibition, % at 9 µM; 370,000 compounds, 0.17% hits; AID 651957; HEK293 GAL4-SRC2 luciferase reporter, luminescence;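 active = inhibition above the mean inhibition of all tested compounds plus 3 SD, set per campaign, cut at about 52% in these data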;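 also: 0% = DMSO treated cells and 100% = cells given Gossypol at 36 µM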
* hit, by the source's call; . = not tested or not shown. An excerpt; count on the stated rates, not on these rows.

SMILES	NOD2-RIPK2 inh	LRH-1 inv ag	NCOA1 inh	NR2F2 inh	TLR9-MyD88 inh	TWEAK-Fn14 inh	ABHD5 PLIN5 PPI	Granule exo inh	SRC3 inh	TROY NFkB inh	SRC2 inh
CC1=C(CCN2CCN(C3CCCC3)C(CCO)C2)C(C)(C)CCC1 (stereo not given)	1	3	1	-12	-14	1	-1	-4	19	-23	-22
O=C(CSc1ncccn1)N/N=C/c1cccs1	4	2	-13	-13	-8	-7	0	0	4	-14	-2
CN(C)c1ccc(-c2ccnc3c2CC(C)(C(=O)Nc2ccc(Cl)c(C(F)(F)F)c2)O3)cc1 (stereo not given)	0	12	1	7	.	-4	-3	3	15	12	21
Cc1ccc(N=Nc2c(=O)[nH]n3c(C)cc(C)nc23)cc1	-18	26	-7	-5	0	16	6	-2	16	-3	11
c1ccc2[nH]c(-c3cnco3)cc2c1	-4	12	-11	2	2	64*	1	-3	4	52*	-6
O=C(CCN1CCCCO1)NC1CCCc2c1cnn2-c1ccc(F)cc1F (stereo not given)	-2	6	-2	4	10	17	4	-4	7	-12	3
COc1ccc(Cl)cc1NC(=O)CN(C)C(=O)c1ccc(COc2ccccc2)cc1	11	3	27	10	3	-6	-5	1	5	-8	6
O=C(c1cc2cc(Cl)ccc2[nH]1)N1CCN(Cc2ccc3c(c2)OCO3)CC1	-7	0	-56	1	-4	20	0	0	-4	32	-1
CCSc1nnc(NC(=O)CSc2nc3c(c(=O)n2-c2ccccc2)SCC3)s1	-24	18	-3	-10	1	18	-2	1	17	19	-16
CCOC(=O)c1cc(-c2ccc(C)cc2)nc2nc(SC)[nH]c(=O)c12	-7	-10	15	-5	-9	-6	7	-2	6	-25	-14
C=CCn1c(=O)c(C(=O)NCCNCC)c(O)c2ccccc21	-1	-40	-12	0	-1	16	-3	4	-2	4	-23
Cc1ccc(S(=O)(=O)Nc2cc(=O)[nH]c(SCC(=O)Nc3cccc(C(F)(F)F)c3)n2)cc1	2	3	18	8	-2	-22	-7	-8	1	6	5
CCOC(=O)C1=C(C)N(C)C(=O)NC1c1ccc2c(c1)OCO2 (stereo not given)	-3	-14	14	-2	-1	15	-7	-4	-3	2	6
COc1cc(O)c2c(=O)c3c(O)ccc(O)c3oc2c1	-11	-1	11	-8	-7	16	7	-1	18	-55	10
Cc1cccc(NC(=O)Cn2cnc(S(=O)(=O)N3CCCC3)c2)c1C	14	-7	-6	3	0	7	2	2	12	3	7
Cc1ccc(-n2cc3c(-c4cccc(Br)c4)nnc(C)c3n2)cc1	-17	9	-7	9	2	-9	2	-1	-17	-14	13
c1ccc(-c2noc(CC3CCCCC3)n2)nc1	-1	-104	-91	-49	0	-7	-1	-3	-91	-51	-54
CCc1ccc(C(=O)COC(=O)CNC(=O)Cc2ccccc2)cc1	4	3	11	-4	6	1	-2	-3	-4	2	-1
Cc1ccc(S(=O)(=O)c2c(N)n(CCCO)c3nc4ccccc4nc23)cc1	-8	7	-6	3	0	28	-8	-1	-3	64*	2
Cc1cccc(/C(N)=N/OC(=O)c2ccc(Cl)cc2Cl)c1	-2	-21	-55	1	-15	79*	2	1	-7	63*	-24

Of the compounds above, these have two or more sulfur atoms:
SMILES	NOD2-RIPK2 inh	LRH-1 inv ag	NCOA1 inh	NR2F2 inh	TLR9-MyD88 inh	TWEAK-Fn14 inh	ABHD5 PLIN5 PPI	Granule exo inh	SRC3 inh	TROY NFkB inh	SRC2 inh
O=C(CSc1ncccn1)N/N=C/c1cccs1	4	2	-13	-13	-8	-7	0	0	4	-14	-2
CCSc1nnc(NC(=O)CSc2nc3c(c(=O)n2-c2ccccc2)SCC3)s1	-24	18	-3	-10	1	18	-2	1	17	19	-16
Cc1ccc(S(=O)(=O)Nc2cc(=O)[nH]c(SCC(=O)Nc3cccc(C(F)(F)F)c3)n2)cc1	2	3	18	8	-2	-22	-7	-8	1	6	5

Going on with the list.
SMILES	NOD2-RIPK2 inh	LRH-1 inv ag	NCOA1 inh	NR2F2 inh	TLR9-MyD88 inh	TWEAK-Fn14 inh	ABHD5 PLIN5 PPI	Granule exo inh	SRC3 inh	TROY NFkB inh	SRC2 inh
Cn1c(=O)[nH]c(=O)c2c1nc(SCC(=O)O)n2CCOc1ccccc1	8	-10	-25	14	-1	7	5	-5	-23	10	13
Cc1ccc(C)c(S(=O)(=O)N2CCN(Cc3ccc(O)c4ncccc34)CC2)c1	-5	23	12	13	2	5	14	4	5	1	16
O=C(Nc1ccccc1)C1C2CCCCC21 (stereo not given)	-5	-2	-8	-15	-15	-1	-9	-4	-39	12	-31
CCN(CC)CCCNC(=O)C1c2ccccc2C(=O)N1Cc1ccc(C)cc1 (stereo not given)	1	-13	7	-2	-3	0	-8	5	-30	2	11
COc1ccc(NC(=O)Cn2cc(S(=O)(=O)Cc3ccccc3)c3ccccc32)c(OC)c1	-1	4	-29	14	-8	10	0	-2	-6	-11	7
Cc1ccc(C(=O)CCC(=O)N2CCN(c3ccccc3O)CC2)cc1	1	8	-2	1	2	10	15	2	2	-8	10
COc1ccc(N2CCN(S(=O)(=O)CCNC(=O)COc3ccccc3C)CC2)cc1	-6	5	2	16	-13	-2	-5	1	-4	9	-17
Cn1c(=O)cc(OCC(=O)NCCCN2CCN(Cc3ccccc3)CC2)c2ccccc21	-12	-5	-2	4	-15	6	-5	-2	12	-3	-2
OCCN1CCN(CCCc2c3c(cc4c2CCC4)CCC3)CC1	-20	-5	-21	8	-4	-8	5	4	19	0	10
NC(=O)C1CCN(C(=O)CN2CCN(c3cccc(C(F)(F)F)c3)CC2)CC1	1	14	7	-7	5	-4	0	3	0	-1	-2
O=C(NCc1ccccc1)C1Cc2ccccc2CN1C(=O)c1ccco1 (stereo not given)	-12	20	-4	-4	9	2	8	3	8	-14	5
COc1cccc(NC(=O)CN(C)C(=O)CCNC(=O)c2ccccc2OC)c1	-6	1	6	-1	4	-6	-6	4	10	-3	-12
COC(=O)c1ccc(C(=O)OC)c(NC(=O)Nc2ccc3c(c2)OCO3)c1	0	-10	-15	-18	1	-26	0	-1	-4	-29	-6
COc1cccc(C(=O)CSc2nnc(-c3cc(OC)c(OC)c(OC)c3)o2)c1	-9	-3	-11	21	-3	-4	-4	6	-1	12	-2
O=C(CNC(=O)c1ccc(Cl)cc1)OCC(=O)c1ccccc1	11	-8	-4	-6	-8	7	1	7	8	2	-24
COc1ccc(C)cc1NC(=S)N1CCN(c2ccccn2)CC1	5	5	0	9	-1	0	0	-2	20	11	2
CC1(CCl)N([O-])C2=C(CCCC2)[N+]1=O (stereo not given)	-6	1	-19	10	2	-4	-3	-2	-1	12	-6
Cc1nc2nc(CCNS(=O)(=O)c3ccc(Cl)cc3)cn2nc1C	3	-2	8	-4	1	-15	-7	-4	-25	-5	-1
CCN(CC)c1ccc(CNc2ccc(Br)cn2)cc1	6	-17	-25	0	-5	-29	4	-1	-85	-24	-16
CCOC(=O)CNC(=O)CSc1nnc(-c2ccncc2)n1-c1ccc(Cl)cc1	20	13	6	-1	7	-4	-1	2	-22	-27	-5
N#Cc1ccc(OCC(=O)OCC(=O)Nc2sccc2C(N)=O)cc1	-4	4	-26	-7	10	-5	-9	-2	-4	6	-4
CC1CCN(S(=O)(=O)CCNC(=O)c2ccc3c(c2)OCO3)CC1	6	-17	-3	8	1	1	4	-6	21	4	-17
CN1CCN(/N=C2/C(=O)Nc3ccc([N+](=O)[O-])cc32)CC1	2	-4	8	15	0	-5	-6	0	-6	-5	-6
O=C(Nc1ccccc1C(=O)N1CCCC1)C1COc2ccccc2O1 (stereo not given)	-10	-13	-14	-11	1	-8	-5	3	19	5	-9
CCOC(=O)C1CCCN(C(=O)c2ccc(C)c([N+](=O)[O-])c2)C1 (stereo not given)	3	14	0	12	-2	-8	1	-7	16	4	-2
Nc1nc(SCC(=O)Nc2ccc([N+](=O)[O-])cc2)[nH]c(=O)c1NC(=O)c1ccc(Br)cc1	-4	-2	-8	-5	-1	-21	3	-1	-1	-12	-32
Cc1cc(NC(=O)C2CCCCC2)n(-c2nc3ccccc3[nH]2)n1	-2	39	-3	17	1	10	-5	-6	14	1	3
Cc1ccc(S(=O)(=O)NCc2ccccc2)cc1C(=O)N(C)CC(=O)Nc1c(Cl)cccc1Cl	-2	-5	-3	23	-6	-7	8	1	-13	0	-37
COc1cccc(-c2nn(-c3ccccc3)cc2C(=O)Nc2nccs2)c1	-12	4	-2	4	1	39	2	3	17	-13	-8
Cc1cc(C)n2nc(SCC(=O)c3ccccc3)nc2n1	-2	-13	-22	4	3	9	-6	3	-9	-8	-4
CCN(CC(=O)Nc1c(F)cccc1F)C(=O)c1ccc(=O)n(Cc2ccccc2)n1	-5	10	2	13	0	-2	0	3	-5	8	10
CSc1ccccc1NC(=O)CN(C)CC(=O)Nc1cccc(Br)c1	4	-9	-3	7	-6	11	5	3	-6	25	12
Cc1ccc2c(c1)-c1cc(C)ccc1C2=O	5	15	7	9	-1	64*	3	-3	3	-24	8
CCOc1ccc(S(=O)(=O)Nc2cccc(C(=O)N(C)CC(=O)Nc3cccc(OC)c3)c2)cc1	-3	7	-15	5	4	2	13	0	-1	-1	4
CC(C)(C)OC(=O)N1CCC(C(=O)Nc2ccc(C(=O)N3CCCC3)cc2)CC1	5	-1	-7	-13	-3	-2	5	-4	2	-17	28
COC(=O)[C@H](CCSC)NC(=O)NCc1cccs1	-7	3	9	-13	-1	18	1	0	13	6	5
O=C(CC1CCCC1)NCCS(=O)(=O)N1CCN(c2ccccc2F)CC1	-8	21	2	11	-20	-1	4	2	-2	13	-4
C[C@H](NC(=O)OCc1ccccc1)c1nnc([C@H](Cc2ccccc2)NC(=O)OC(C)(C)C)o1	0	-5	-1	-20	-1	-14	-3	3	3	-2	-12
O=c1cc(-c2ccc(Cl)cc2)nc(N2CCN(c3ccccc3)CC2)[nH]1	-1	-16	2	-1	14	-13	4	-6	5	19	0
O=C(c1cc2ccccc2oc1=O)N(c1ccccc1)C1C=CS(=O)(=O)C1 (stereo not given)	-9	15	-12	-7	4	4	4	0	7	3	-8
CCOc1ccc(-c2nc(S(=O)(=O)c3ccccc3)c(N3CCC(C(N)=O)CC3)o2)cc1	-1	5	-14	-3	-14	7	-3	-3	3	-4	13
CC(C)Cc1nnc(NC(=O)CN2C(=O)C3CCCCC3C2=O)s1 (stereo not given)	1	-10	-5	5	-10	17	-6	0	13	9	-12
CCN(CC)S(=O)(=O)c1ccc(O)c(NC(=O)COc2ccc(S(=O)(=O)N3CCOCC3)cc2)c1	-3	1	-15	-12	-9	9	-10	-4	-12	4	-8
CCCCn1c(N)c(N(CCOC)C(=O)c2c(-c3ccccc3)noc2C)c(=O)[nH]c1=O	2	1	-12	0	2	12	-2	2	6	-6	-4
CC(NC(=O)CSc1n[nH]c(N)n1)c1ccccc1 (stereo not given)	7	13	-18	-13	-10	-2	1	-2	12	5	-7
CCC1(C)N([O-])C(C)=C(c2ccccc2)[N+]1=O (stereo not given)	-4	5	-9	-9	-1	-9	-3	2	17	-5	-26
N#Cc1ccsc1NC(=O)CN1C(=O)NC2(CCCCC2)C1=O	1	-14	-19	8	3	9	-9	-1	16	17	7
c1ccc(N2CCN(c3ncccn3)CC2)cc1	-20	-48	3	-20	4	5	5	5	5	-34	-39
